# PGC1a acetyl inh: PGC1a acetylation modulation, inhibitor mode; 350,000 tested, 0.17% active; inhibition, % at 15.6 µM; AID 651687; U2OS PGC1a acetylation, AlphaScreen anti-acetyl-lysine; with virally co-expressed GCN5 acetyltransferase;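 active = every replicate shows inhibition of at least 40%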;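 also: 0% = neutral control wells and 100% = positive control wells; some results beyond the cut were filed as inactive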
# PglD DTNB: inhibitors of Campylobacter jejuni PglD acetyltransferase | 360,000 tested, 0.098% active | AID 602405 | purified PglD enzyme, DTNB colorimetric CoA detection | inhibition, % at 12.5 µM; in the data active = inhibition above about 16%, passing the limit was not always enough; also: strong numbers were not always called active
# RAD52 anneal inh: RAD52 (human) annealing inhibition; AID 651710; inhibition, % at 18.7 µM; P43351; 360,000 tested, 0.46% active; recombinant RAD52 DNA annealing, FRET fluorescence;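 active = every replicate showing at least 50% inhibition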
# Target sequence (P43351 whole entry, looked up): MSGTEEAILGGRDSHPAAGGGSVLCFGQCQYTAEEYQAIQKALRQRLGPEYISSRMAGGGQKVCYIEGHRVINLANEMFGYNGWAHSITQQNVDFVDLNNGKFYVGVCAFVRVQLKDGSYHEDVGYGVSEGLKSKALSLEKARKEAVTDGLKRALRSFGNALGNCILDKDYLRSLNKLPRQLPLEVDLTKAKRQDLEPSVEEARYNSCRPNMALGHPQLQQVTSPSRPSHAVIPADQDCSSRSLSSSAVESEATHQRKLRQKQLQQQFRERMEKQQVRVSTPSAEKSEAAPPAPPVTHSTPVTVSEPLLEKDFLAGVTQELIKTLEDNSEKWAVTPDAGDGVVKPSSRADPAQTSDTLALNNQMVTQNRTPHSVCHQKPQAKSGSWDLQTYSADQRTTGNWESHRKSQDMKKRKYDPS
# E-sel inducer: E-selectin induction on HUVECs; HUVEC E-selectin immunofluorescence imaging; normalized: neutral wells 0, TNF-alpha wells 100; 260,000 tested, 0.37% active; activation, % at 7.58 µM;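 active = mean E-selectin-positive cell signal at least 10% of the positive control, reached in at least 60% of replicates, without over 20% cell loss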;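 also: in these data hits start at about 27%; measured in HUVEC primary endothelial cells; signal is the percent of cells scored E-selectin positive by PE staining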
# Target sequence (P16581 whole entry, looked up): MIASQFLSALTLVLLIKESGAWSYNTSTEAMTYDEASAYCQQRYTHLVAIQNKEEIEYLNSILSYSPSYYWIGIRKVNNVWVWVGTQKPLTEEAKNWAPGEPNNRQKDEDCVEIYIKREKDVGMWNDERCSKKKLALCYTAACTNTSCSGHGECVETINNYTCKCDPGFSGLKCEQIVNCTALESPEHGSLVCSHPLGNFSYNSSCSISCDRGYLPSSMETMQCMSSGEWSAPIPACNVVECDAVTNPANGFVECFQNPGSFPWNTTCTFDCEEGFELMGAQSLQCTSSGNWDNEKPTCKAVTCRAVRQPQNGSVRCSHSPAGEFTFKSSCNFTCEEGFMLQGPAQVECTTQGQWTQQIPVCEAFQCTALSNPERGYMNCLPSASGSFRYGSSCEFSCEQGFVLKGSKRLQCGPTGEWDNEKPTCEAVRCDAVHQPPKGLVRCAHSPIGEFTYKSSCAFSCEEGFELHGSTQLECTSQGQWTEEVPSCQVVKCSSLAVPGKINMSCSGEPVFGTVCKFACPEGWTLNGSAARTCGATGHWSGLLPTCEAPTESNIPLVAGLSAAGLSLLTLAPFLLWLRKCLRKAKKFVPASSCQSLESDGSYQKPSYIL
#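 Test system – human umbilical vein endothelial cells (HUVEC), E-selectin induction · Input – 3,000 HUVEC seeded per well · Buffer or medium – EGM-2, gelatin · Compound dosing – single-point compound dose · Detection – immunofluorescence imaging · Measure – percent E-selectin-positive cells · Controls – TNF-alpha high, DMSO low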
# ERAP1 HTS inh: inhibitors of human ERAP1 aminopeptidase | inhibition, % at 10.7 µM | recombinant ERAP1, Leu-AMC fluorescence, 60 min | 340,000 tested, 0.15% active | Q9NZ08;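 active = mean replicate inhibition of at least 30%, or all replicates individually reaching that 30% level; inactive = mean below 30% and not every replicate reaching it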;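 also: 0% = neutral control wells and 100% = L-leucinethiol positive control wells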
# Cneo AK release: causes C. neoformans cell lysis; lysis activity, % at 15 µM; 360,000 tested, 0.2% active; AID 651654; adenylate kinase release luminescence, 4 h; normalised: neutral wells 0, clomiphene wells 100;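 active = mean lysis activity across replicates of at least 80%, whatever share of replicates individually reach that level; inactive = mean lysis activity below 80%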
#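 Schedule: static 4 h at 37 °C with compound, 1 h detection; system: C. neoformans cells; benchmarks: Clomiphene as positive control; buffer or medium: fresh YPD medium; measure: luminescence rise reflecting yeast cell lysis; measured by: luminescent adenylate kinase detection reagent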
# miR122 inh: blocks miR-122 activity in Huh7 sensor cells | AID 602342 | 340,000 tested, 0.3% active | activation (reporter increase), % at 12.5 µM | Huh7 miR-122 Renilla luciferase sensor, 48 h; neutral wells = 0, positive control = 100;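 active = mean replicate activation score at least 90 and every replicate individually at or above 90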;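 also: higher luciferase means less miR-122 activity so hits act as miR-122 inhibitors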
# RAD54 branch: blocks human RAD54 Holliday junction branch migration. Q92698. FAM/BHQ fluorescence. inhibition, % at 10.4 µM. 360,000 tested, 0.14% active. AID 602329;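 active = mean normalized replicate activity at least 40 and at least half of replicates scoring 40 or more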;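 also: 0% = median of neutral control wells and 100% = median of positive control wells; inhibitors cause a drop in the FAM fluorescence signal; in these data hits start at about 50%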
# An asterisk follows results filed as active; . = not tested or not shown; [ ] = dose if it differs, or a comment. Rows were taken by chance; overall some 1.4% were active at least once.
No.	SMILES	PGC1a acetyl inh	PglD DTNB	RAD52 anneal inh	E-sel inducer
1	CS(=O)(=O)c1ccc2sc(NC(=O)c3cc4ccccc4o3)nc2c1	6	4	-10	.
2	Cc1ccccc1C1CC(c2ccccc2)Nc2ncnn21 (stereo not given)	3	7	-2	-0.1
3	C[C@@H]1CN([C@@H](C)CO)C(=O)Cc2cc(NC(=O)Nc3ccc4c(c3)OCO4)ccc2O[C@H]1CN(C)Cc1ccc(C(=O)Nc2ccccc2N)cc1	6	-2	22	0.2
4	Cn1c(NC(=O)c2ccccc2)c(-c2ccccn2)c(=O)c2ccccc21	0	6	-14	.
5	C=CCn1c(Sc2nncn2C)nc2c1c(=O)[nH]c(=O)n2C	4	-2	.	.
6	COc1ccccc1N1CCN(CCCNc2c(C)c(=O)n(C)c(=O)n2C)CC1	.	5	-1	0.0
7	O=C(c1ccc(F)cc1)N1CC(=O)N2[C@@H](CO)[C@@H](c3ccc(-c4ccccc4F)cc3)[C@@H]2C1	4	.	-6	0.4
8	Clc1ccc(-c2nc3ccc(Cl)cn3c2Cc2cccc(Cl)c2)cc1	-4	0	-44	0.0
9	COc1ccc(C2C(C(C)=O)=C(O)C(=O)N2c2ccc(C)cc2)cc1 (stereo not given)	.	-2	-11	0.0
10	COc1ccc(NC(=O)CN2CC(c3ccccc3)CC2=O)cc1OC (stereo not given)	5	-4	-3	-0.3

No.	ERAP1 HTS inh	Cneo AK release	miR122 inh	RAD54 branch
1	23	-3	1	2
2	-3	-1	-3	-4
3	1	0	-8[16.7 µM]	1
4	-3	4	4	-10
5	.	-1	2	-5
6	-1	0	-5	9
7	-1	.	.	.
8	0	-1	1	-1
9	1	-2	-4	-8
10	.	-4	-8	-3

# Next structures follow.
No.	SMILES	PGC1a acetyl inh	PglD DTNB	RAD52 anneal inh	E-sel inducer
11	C=CCOc1c(Cl)cc(Cl)cc1S(=O)(=O)NCCO	.	-1	3	-0.8
12	Cc1c(Cl)ccc2c(C(=O)Nc3cc(C(C)(C)C)on3)cc(-c3ccccn3)nc12	.	0	-17	0.7
13	OC1CCCCC1	-7	-2	-9	.
14	O=C(COc1ccc(F)cc1Cl)Nc1cccc(S(=O)(=O)N2CCCCCC2)c1	.	-4	-9	-1.5
15	O=C(CCN1C(=O)c2ccccc2S1(=O)=O)Nc1ccccc1O	6	-6	-12	0.7
16	COc1ccc(C(=O)Nc2ccc(C3(C#N)CCCC3)cc2)cc1	6	2	-12	.
17	Cc1ccc(CN(C)C[C@H]2OCc3cn(nn3)CCCC(=O)N([C@H](C)CO)C[C@H]2C)cc1	4	0	-2	0.1
18	C[C@@H]1CN([C@H](C)CO)S(=O)(=O)c2ccc(C#Cc3ccc(F)cc3)cc2O[C@H]1CN(C)S(=O)(=O)c1cn(C)cn1	0	0	16	0.4
19	Cc1cnc(C(=O)Nc2cccc(-c3nnc4n3CCCCC4)c2)cn1	.	6	.	.
20	CC(=O)Nc1ccc(S(=O)(=O)N(C)CC(=O)NNc2c(F)c(F)cc(F)c2F)cc1	6	-2	2	-1.0

No.	ERAP1 HTS inh	Cneo AK release	miR122 inh	RAD54 branch
11	0	1	34	3
12	-1	12	33	-4
13	-3	3	-2	-9
14	0	4	.	-3
15	-2	1	-4	2
16	-4	-3	3	6
17	-1	3	-6[16.7 µM]	2
18	1	-3	1[16.7 µM]	-4
19	.	3	-10	-6
20	-2	1	-12	4

# Continued:
No.	SMILES	PGC1a acetyl inh	PglD DTNB	RAD52 anneal inh	E-sel inducer
21	N#C[C@@H]1[C@H](c2ccccc2C2=CCCCC2)[C@H](CO)N1C(=O)CN1CCOCC1	-3	.	-4	0.2
22	CCOc1ccccc1-c1nc(-c2cc3ccccc3nc2OC)no1	-4	3	.	.
23	O=C(COC(=O)c1ccccc1C(=O)c1ccccc1)NCCc1ccc(Cl)cc1Cl	-2	3	-11	-0.9
24	C=CCOc1cccc(CNCCCN2CCOCC2)c1	8	.	-10	2.6
25	COc1ccccc1-c1cn(CC[C@@H]2CC[C@H](NC(=O)c3ccccc3F)[C@@H](CO)O2)nn1	-7	-2	4	-0.3
26	CC1CCCCN1c1nnc(NC(=O)Cn2c(=O)oc3ccccc32)s1 (stereo not given)	3	1	-3	0.5
27	N#Cc1ccc(-c2nc3ccccc3nc2-c2ccccc2)cc1C#N	.	-4	-10	.
28	CCCc1c(C(=O)N/N=C/C2CC=CCC2)nnn1-c1nonc1N (stereo not given)	3	-2	-9	0.6
29	COc1ccc(OC)c(/C=C/C(=O)N2CCN(S(=O)(=O)c3cc(C)ccc3C)CC2)c1	-6	-4	-7	-0.3
30	Cc1cc(Cl)c(S(=O)(=O)Nc2ccc3c(c2)OCCO3)cc1OCC(=O)NC1CCCCC1	.	-4	.	.

No.	ERAP1 HTS inh	Cneo AK release	miR122 inh	RAD54 branch
21	-2	.	.	.
22	.	4	-2	-3
23	-3	-3	2	-17
24	2	.	-4	.
25	-2	-1	.	2
26	-5	2	11	9
27	-1	0	-8	-1
28	3	2	-3	-5
29	-4	0	-7	-4
30	.	2	157*	3

# A second format for part of the listing above:
# Screens in order: PGC1a acetyl inh, PglD DTNB, RAD52 anneal inh, E-sel inducer, ERAP1 HTS inh, Cneo AK release, miR122 inh, RAD54 branch
[20] CC(=O)Nc1ccc(S(=O)(=O)N(C)CC(=O)NNc2c(F)c(F)cc(F)c2F)cc1
→ 6, -2, 2, -1.0, -2, 1, -12, 4
[21] N#C[C@@H]1[C@H](c2ccccc2C2=CCCCC2)[C@H](CO)N1C(=O)CN1CCOCC1
→ -3, ., -4, 0.2, -2, ., ., .
[22] CCOc1ccccc1-c1nc(-c2cc3ccccc3nc2OC)no1
→ -4, 3, ., ., ., 4, -2, -3
[23] O=C(COC(=O)c1ccccc1C(=O)c1ccccc1)NCCc1ccc(Cl)cc1Cl
→ -2, 3, -11, -0.9, -3, -3, 2, -17
[24] C=CCOc1cccc(CNCCCN2CCOCC2)c1
→ 8, ., -10, 2.6, 2, ., -4, .
[25] COc1ccccc1-c1cn(CC[C@@H]2CC[C@H](NC(=O)c3ccccc3F)[C@@H](CO)O2)nn1
→ -7, -2, 4, -0.3, -2, -1, ., 2
[26] CC1CCCCN1c1nnc(NC(=O)Cn2c(=O)oc3ccccc32)s1 (stereo not given)
→ 3, 1, -3, 0.5, -5, 2, 11, 9
[27] N#Cc1ccc(-c2nc3ccccc3nc2-c2ccccc2)cc1C#N
→ ., -4, -10, ., -1, 0, -8, -1

# Carrying on.
No.	SMILES	PGC1a acetyl inh	PglD DTNB	RAD52 anneal inh	E-sel inducer
31	O=c1cc(N2CCCCC2)c(-c2ccccc2)n[nH]1	22	.	2	.
32	COc1cccc(/C(C)=N/NS(=O)(=O)c2ccc(Cl)cc2)c1	10	.	-6	0.4
33	CC(C)c1ccc(S(=O)(=O)c2cnc(=S)[nH]c2N)cc1	2	10	-18	0.6
34	C[C@@H]1CN([C@@H](C)CO)S(=O)(=O)c2ccc(C#CC3(O)CCCC3)cc2O[C@H]1CN(C)C(=O)Cc1ccncc1	2	-2	-18	0.6
35	COc1cccc(C(=O)Nc2ccc(NC(=O)C3CC=CCC3C(=O)O)cc2)c1 (stereo not given)	.	1	-15	0.1
36	C[C@H](CO)N1C[C@H](C)[C@H](CN(C)CC2CC2)Oc2c(NS(=O)(=O)c3ccc(F)cc3)cccc2C1=O	.	0	0	0.0
37	O=C1CC(N2CCCc3ccccc32)C(=O)N1c1ccccc1Cl (stereo not given)	-7	-1	.	.
38	COc1ccc(C(=O)C(O)C(c2ccc(C)cc2)N2CCOCC2)cc1OC (stereo not given)	-2	6	-12	-0.1
39	O=C(NCCc1ccccc1)C1(S(=O)(=O)c2ccc(Cl)cc2)CC1	-4	-4	-14	-0.1
40	CC(C)[Si](OCCCNS(=O)(=O)c1ccc(Br)cc1)(C(C)C)C(C)C	-2	2	18	.

No.	ERAP1 HTS inh	Cneo AK release	miR122 inh	RAD54 branch
31	0	.	2	.
32	1	.	1	.
33	2	2	-8	2
34	-3	-4	.	2
35	-8	-3	-3	-2
36	-3	-13	8[16.7 µM]	5
37	.	0	0	5
38	0	-1	.	1
39	-1	0	-4	1
40	1	-3	.	-7

# (listing goes on)
No.	SMILES	PGC1a acetyl inh	PglD DTNB	RAD52 anneal inh	E-sel inducer
41	CN1CCCN(C(=O)c2ccc(Br)s2)CC1	6	1	-13	-1.1
42	COc1ccc(NC(=O)Nc2ccc3c(c2)CC(=O)N([C@H](C)CO)C[C@@H](C)[C@H](CN(C)C(=O)NC2CCCCC2)O3)cc1	-1	-2	-6	-0.4
43	Cc1onc(-c2ccccc2)c1C(=O)NC(=S)NNC(=O)c1ccncc1	-25	-4	-34	.
44	Cc1ccc(/C(N)=N/OC(=O)COc2ccccc2Cl)cc1	9	-6	.	.
45	CN(C(=O)CSC1=Nc2ccccc2C2=NC(c3ccccc3)C(=O)N12)C1CCCCC1 (stereo not given)	-8	2	.	.
46	C[C@H]1CN([C@@H](C)CO)C(=O)c2cc(-c3ccccc3F)cnc2O[C@@H]1CN(C)C	-7	-1	13	0.8
47	CC(=O)Nc1ccc(/C(C)=N/NS(=O)(=O)c2ccccc2)cc1	11	-2	.	.
48	Cc1nn(-c2ccccc2)c(N)c1N=Nc1cccc(S(=O)(=O)N2CCOCC2)c1	-18	-5	-5	.
49	CCOCCn1cnc2sc(C(=O)NCC(=O)OCC)c(C)c2c1=O	1	-4	.	.
50	COCC(=O)N(C)C[C@H]1Oc2ncc(-c3ccc(C)cc3)cc2C(=O)N([C@@H](C)CO)C[C@@H]1C	3	3	1	0.9

No.	ERAP1 HTS inh	Cneo AK release	miR122 inh	RAD54 branch
41	5	-2	-1	-1
42	3	-5	2[16.7 µM]	12
43	1	2	-10	-2
44	.	5	-3	-1
45	.	1	37	3
46	-4	-1	-1[16.7 µM]	6
47	.	1	-1	-4
48	0	-1	24	0
49	.	-1	3	-6
50	1	6	-2[16.7 µM]	-7

# The results go on:
No.	SMILES	PGC1a acetyl inh	PglD DTNB	RAD52 anneal inh	E-sel inducer
51	CC(=O)N1CCCCN2[C@@H](CO)[C@@H](c3ccc(-c4ccc(F)cc4)cc3)[C@@H]2C1	.	0	-3	0.2
52	COc1ccc(NC(=O)Nc2ccc3c(c2)C(=O)N([C@H](C)CO)C[C@H](C)[C@@H](CN(C)S(=O)(=O)c2ccccc2)OCCCC[C@@H](C)O3)cc1	10	0	6	.
53	C/C=C/c1ccc([C@H]2[C@@H](CN(C)C(C)=O)N(C(=O)NCCC)[C@H]2CO)cc1	7	-7	2	0.0
54	Nn1c(SCC(=O)Nc2ccc(F)cc2F)nnc1C1CCCCC1	-4	4	.	.
55	C[C@@H]1CN([C@@H](C)CO)S(=O)(=O)c2ccc(C3=CCCC3)cc2O[C@H]1CN(C)S(=O)(=O)c1ccc(F)cc1	-15	2	-9	0.1
56	Cc1ccccc1C(=O)NNC(=O)c1cccc(Br)c1	4	3	-3	.
57	COc1cccc(C(O)c2nc(-c3ccc(Cl)cc3)cs2)c1 (stereo not given)	-17	.	-5	0.1

No.	ERAP1 HTS inh	Cneo AK release	miR122 inh	RAD54 branch
51	0	-2	3[16.7 µM]	9
52	-2	-3	11[16.7 µM]	4
53	-3	45	14[16.7 µM]	-1
54	.	2	4	5
55	-4	1	-2[16.7 µM]	0
56	0	-3	-7	-4
57	8	1	-1	-10

# Screening results from PubChem BioAssay.
